From PubChem BioAssay
Eya2 phos inh – blocks the phosphatase activity of human Eya2. AID 488837. recombinant Eya2, OMFP fluorescence dephosphorylation (OMFP is methylfluorescein phosphate). hit rate 0.006% among 330,000. Potency, µM (highest dose often 76.9 µM), for inactives: top-dose activity, negative = inhibition, hits mostly inhibitors; also: potency is read from the fitted curve at half-maximal effect; % is scaled to controls: 0 for no effect and ±100 for the full control effect
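Eya2 protein (added as 0.2 uM solution) was preincubated with compound for 10 min at ambient temperature in 50 mM HEPES pH 7.5, 50 mM NaCl, 5 uM MgCl2, 0.05% BSA, 1 mM DTT. OMFP (added at 50 uM) then reacted 10 min; fluorescence read at 485/525 nm.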
KCNH2 WT inh – KCNH2 (human, wildtype) channel inhibition | Q12809 | U2OS, BacMam KCNH2, thallium flux FluxOr; stronger effect = lower value | activity change, % at 1.84 µM | hit rate 0.37% among 340,000 | AID 720551;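 active = maximum activity change below -70%; inconclusive = maximum activity change between -70% and -50%; inactive = maximum activity change above -50%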; also: % is scaled to controls: 0 for no effect and ±100 for the full control effect
Target sequence (Q12809 whole entry, looked up): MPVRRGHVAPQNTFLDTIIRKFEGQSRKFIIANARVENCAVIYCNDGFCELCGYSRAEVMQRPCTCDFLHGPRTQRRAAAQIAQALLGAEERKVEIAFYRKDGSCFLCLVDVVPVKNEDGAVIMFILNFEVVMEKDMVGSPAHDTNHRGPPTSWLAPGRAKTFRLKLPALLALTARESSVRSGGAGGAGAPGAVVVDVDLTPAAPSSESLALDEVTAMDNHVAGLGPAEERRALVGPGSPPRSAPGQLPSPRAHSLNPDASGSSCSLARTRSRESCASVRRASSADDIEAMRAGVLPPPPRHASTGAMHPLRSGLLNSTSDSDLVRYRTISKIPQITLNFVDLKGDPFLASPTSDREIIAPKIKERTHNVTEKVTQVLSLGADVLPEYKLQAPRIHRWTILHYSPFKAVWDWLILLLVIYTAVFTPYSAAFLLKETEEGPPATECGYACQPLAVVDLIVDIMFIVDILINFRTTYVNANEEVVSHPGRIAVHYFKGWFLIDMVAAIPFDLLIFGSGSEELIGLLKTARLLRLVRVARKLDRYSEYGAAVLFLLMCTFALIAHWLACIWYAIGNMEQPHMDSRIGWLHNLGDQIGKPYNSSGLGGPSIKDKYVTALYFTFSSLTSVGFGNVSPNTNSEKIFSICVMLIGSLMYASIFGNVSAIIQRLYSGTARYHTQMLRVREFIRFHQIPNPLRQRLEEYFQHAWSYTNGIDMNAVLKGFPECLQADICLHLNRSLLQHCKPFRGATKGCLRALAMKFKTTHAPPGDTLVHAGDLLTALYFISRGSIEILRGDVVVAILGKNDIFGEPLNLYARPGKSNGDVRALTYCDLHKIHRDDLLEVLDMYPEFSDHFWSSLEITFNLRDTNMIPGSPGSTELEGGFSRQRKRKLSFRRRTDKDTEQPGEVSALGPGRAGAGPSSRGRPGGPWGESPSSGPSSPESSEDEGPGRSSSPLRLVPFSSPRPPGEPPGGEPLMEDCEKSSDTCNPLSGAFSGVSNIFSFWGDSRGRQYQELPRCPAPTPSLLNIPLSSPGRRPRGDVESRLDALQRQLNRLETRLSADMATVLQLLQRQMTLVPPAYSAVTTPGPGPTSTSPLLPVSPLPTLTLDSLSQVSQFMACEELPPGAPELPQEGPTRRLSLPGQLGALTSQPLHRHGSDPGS
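U2OS cells transduced with wild-type KCNH2 virus are loaded with FluxOr dye for 45 min, and thallium flux is measured in kinetic reads before and after stimulation buffer. Rate constants are normalized to DMSO controls.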
TSHR antag – blocks TSH signaling through the human TSH receptor | TSHR-expressing cells, TSH-stimulated cAMP HTRF, 2 h; stronger effect = lower value | P16473 | hit rate 0.2% among 330,000 | activity change, negative = inhibition, % at 11.5 µM;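 active = activity change below a set negative limit, meaning inhibition stronger than a set level, cut at about -70% in these data; inconclusive = activity change between two set negative limits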; also: % is scaled to controls: 0 for no effect and ±100 for the full control effect
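Read-out is FRET at 665 nm (cryptate excitation 337 nm) from a cryptate-tagged anti-cAMP antibody, competed by cell cAMP against cAMP-d2. Compounds are tested on freshly harvested TSHR cells challenged with 4nM TSH (EC80) for 2 hours at 37 deg C.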
TCR act – T cell receptor activation; primary human leukocytes, anti-CD3, IL-2 HTRF, 48 h; Potency, µM (highest dose often 9.22 µM), for the others: top-dose activation of IL-2 secretion, usual class: activators; 330,000 tested, under 10 active; also: % of control where 0% means no effect
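Primary human leukocytes were stimulated with a-CD3 beads plus compounds for 48 hr without co-stimulation; secreted IL-2 was quantified by HTRF using a-IL-2-K (europium cryptate) and a-IL-2-d2, excited at 320nm with acceptor emission read at 665nm.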
Mito fusion act – inhibitors of mitochondrial division or activators of mitochondrial fusion. S. cerevisiae fusion-defective mutant growth rescue, CellTiterGlo 48 h. Potency, µM (series often up to 46.1 µM), for inactives: at the top dose growth rescue (activation), hits mostly activators. hit rate 0.23% among 320,000. AID 485298;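 also: potency is read from the fitted curve at half-maximal effect; % of control where 0% means no effect; nearly all actives have a fitted effect of over 45% in size; temperature-sensitive fusion mutants such as fzo1-1 at 37 °C on non-fermentable ethanol glycerol medium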
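S. cerevisiae fusion-defective temperature-sensitive mutants (e.g. fzo1-1, mgm1-5) grown 48 h at 37C in YPEG (ethanol/glycerol non-fermentable) medium with 23 nl compound per well; growth rescue read as CellTiterGlo luminescence.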
KCNH2 3.1 inh – blocks the human KCNH2 3.1 channel isoform; U2OS KCNH2 3.1, thallium flux FluxOr; stronger effect = lower value; activity change, % (tested at about 1.8 µM); hit rate 0.95% among 340,000; AID 720553;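 active = maximum activity change below -70%; inconclusive = maximum activity change from -70% to -50%; inactive = maximum activity change above -50%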;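 also: thallium influx rate constant from kinetic fluorescence after stimulation buffer; % is scaled to controls: 0 for no effect and ±100 for the full control effect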
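Measured as rate of thallium-driven FluxOr signal in transduced U2OS cells carrying the 3.1 channel, read kinetically for 2 min upon stimulation; values are rate constants scaled to DMSO control wells.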
* marks the source's active call; other numbers are inactive results; u = inconclusive; x = no result given. Unless noted, calls follow the shape of the dose curve; as a rule, active = well fitted curve in the direction sought with a large enough effect; inconclusive = small, poorly fitted or top-dose-only effect, or another doubt; inactive = no such curve, though single readings can be large; an effect the other way counts as inactive or inconclusive. Only part of the results is shown; the hit share may differ from the screen's.

SMILES	Eya2 phos inh	KCNH2 WT inh	TSHR antag	TCR act	Mito fusion act	KCNH2 3.1 inh
O=C1Cc2c([nH]c3ccc([N+](=O)[O-])cc23)-c2ccccc2N1	x	30	x	-5%	x	x
Cc1cc(C)cc(OCC2CNC(=O)O2)c1 (centres undefined)	x	-11	x	x	x	u
CC(=O)O[C@H]1Cc2ccccc2N(C(N)=O)c2ccccc21	0%	x	-13	x	-12%	x
O=c1ccn([C@H]2C[C@H](O)[C@@H](CO)O2)c(=O)[nH]1	x	2	x	-1%	x	-2
CC1OC(CC(=O)O)CC2=C1C(=O)c1c(O)cccc1C2=O (centres undefined)	x	-8	x	-20%	x	-1
COc1ccc(CN2CCN(C(c3ccc(F)cc3)c3ccc(F)cc3)CC2)c(OC)c1OC	x	-43	x	-7%	x	u
CCn1cc(C(=O)O)c(=O)c2cc(F)c(N3CCNCC3)nc21	x	-12	x	-4%	x	13
O=C(O)/C=C/c1ccc(O)cc1	x	0	x	-39%	x	9
COC(=O)C1=CO[C@@H](OC2OC(CO)C(O)C(O)C2O)[C@@H]2[C@@H](C)[C@@H](O)C[C@H]12 (some centres undefined)	x	-6	x	-2%	x	-1
COc1c(O)cc2c(c1O)[C@@H]1OC(CO)C(O)C(O)[C@H]1OC2=O (some centres undefined)	x	3	x	-5%	x	0

Retrieved by structure from above:
SMILES	Eya2 phos inh	KCNH2 WT inh	TSHR antag	TCR act	Mito fusion act	KCNH2 3.1 inh
Cc1cc(C)cc(OCC2CNC(=O)O2)c1 (centres undefined)	x	-11	x	x	x	u
CC1OC(CC(=O)O)CC2=C1C(=O)c1c(O)cccc1C2=O (centres undefined)	x	-8	x	-20%	x	-1
COc1ccc(CN2CCN(C(c3ccc(F)cc3)c3ccc(F)cc3)CC2)c(OC)c1OC	x	-43	x	-7%	x	u
CCn1cc(C(=O)O)c(=O)c2cc(F)c(N3CCNCC3)nc21	x	-12	x	-4%	x	13
COC(=O)C1=CO[C@@H](OC2OC(CO)C(O)C(O)C2O)[C@@H]2[C@@H](C)[C@@H](O)C[C@H]12 (some centres undefined)	x	-6	x	-2%	x	-1

Look-ups from above:
Result for O=C1Cc2c([nH]c3ccc([N+](=O)[O-])cc23)-c2ccccc2N1 under KCNH2 WT inh: 30
Result for CC1OC(CC(=O)O)CC2=C1C(=O)c1c(O)cccc1C2=O (centres undefined) under KCNH2 WT inh: -8
